Source: PubChem
NPYLR7 ag: activates Aedes aegypti NPYLR7 receptor; HEK293T NPYLR7/Galpha15, GCaMP6s calcium fluorescence; activation, % at 10 µM; 0.15% of 270,000 active; AID 1259423; in the data active means activation above about 40%;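 further: 0% = vehicle and 100% = reference agonist at the receptor; some compounds past the cut are filed as inactive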
mcGAS inh: mouse cGAS inhibition by luminescence. Q8C6L5. recombinant cGAS, Kinase-Glo ATP depletion luminescence. inhibition, % at 12.5 µM. 0.15% of 160,000 active. AID 1259399;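 further: 0% = negative control wells and 100% = reference inhibitor with no enzyme activity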
hcGAS inh: inhibitors of human cGAS; AID 1259398; inhibition, % at 12.5 µM; Q8N884; 0.081% of 290,000 active; recombinant h-cGAS, ATP depletion, Kinase-Glo luminescence;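 further: 0% = vehicle reaction and 100% = reaction without DNA for no activity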
Target sequence (Q8N884 whole entry, looked up): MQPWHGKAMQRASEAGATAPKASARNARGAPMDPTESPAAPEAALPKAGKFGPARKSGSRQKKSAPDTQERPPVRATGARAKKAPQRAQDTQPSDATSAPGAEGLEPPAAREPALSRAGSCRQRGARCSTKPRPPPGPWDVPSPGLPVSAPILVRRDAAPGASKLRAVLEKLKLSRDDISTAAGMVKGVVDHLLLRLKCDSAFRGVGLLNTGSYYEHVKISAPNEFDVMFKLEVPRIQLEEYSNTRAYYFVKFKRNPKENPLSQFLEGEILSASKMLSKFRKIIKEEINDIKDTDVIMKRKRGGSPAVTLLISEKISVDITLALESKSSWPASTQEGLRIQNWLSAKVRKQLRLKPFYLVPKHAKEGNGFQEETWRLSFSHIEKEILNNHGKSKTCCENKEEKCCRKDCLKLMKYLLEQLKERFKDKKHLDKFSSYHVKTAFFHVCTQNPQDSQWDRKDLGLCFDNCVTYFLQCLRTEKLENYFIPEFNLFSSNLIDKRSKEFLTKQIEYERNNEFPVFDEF
Starred values were filed as active, the others as inactive; . = no result given; & = joins results of further samples. Unless noted, no stated cut-off is given here; in the data, active means inhibition above about 40%; inactive means the rest.

SMILES	NPYLR7 ag	mcGAS inh	hcGAS inh
Cc1nn2c3ccccc3n(CCO)c2nc1=O	5	.	-6
COCCNC(=O)Cc1csc(SCC(=O)c2ccccc2)n1	.	0	3
O=C(NCCSc1ccc(Cl)cc1)[C@H]1CCCO1	3	-15	-4
COc1ccccc1-n1c(CNC(=O)Cc2ccccc2)nnc1SCC(=O)Nc1nnc(C)s1	-6	.	2
CCNC(=O)N(CCCOC)Cc1c(-c2ccccc2)noc1N(CC)CC	-10	-1	0
CC(NC(=O)CC12CC3CC(CC(Br)(C3)C1)C2)C12CC3CC(CC(C3)C1)C2 (stereo not given)	2	.	-5
Cc1ccccc1C1(O)CCN(C(=O)COc2cccnc2)C1 (stereo not given)	3	.	-5
CCn1c(CC2CCNCC2)nn(CCC2CCCCN2C)c1=O (stereo not given)	19&0	.	-2&-12
CCN1CCCC2(CCCN(C(=O)c3ccccc3-c3nn[nH]n3)C2)C1 (stereo not given)	4	.	-1
CCOC(=O)Cn1c(=NC(=O)c2ccnn2C)sc2cc(Cl)ccc21	.	-7	-2
Cc1ccc(CN(CCc2ccccc2)C(=O)CN(CCN2CCOCC2)C(=O)Nc2cccc(F)c2)o1	2	3	4
O=C(CCCN1CCOCC1)N1CCC(c2[nH]ncc2-c2ccccc2)CC1	-4	.	-4
COc1ccc(/C=N\Nc2ncnc3nc[nH]c23)cc1O	-1	.	-12
CCOC(=O)C1C(=O)C=C(c2ccco2)CC1c1ccccc1 (stereo not given)	-2	1	-1
CC(C)c1ccc(NC2CCCN(C(=O)CCN3CCCCO3)C2)cc1 (stereo not given)	12&-1	-9&-3	-5&-3
COc1ccc(-c2nnc(SCc3ccccn3)n2-c2ccc(C)cc2)cc1	-6	-7	-10
N#Cc1ccc(CN(Cn2cc(Cl)cn2)CC(F)(F)F)cc1	5	.	-6
Cc1nc2n(n1)C(=O)C(C(c1ccc(Br)cc1)N1CC(C)OC(C)C1)S2 (stereo not given)	0	.	-7
C=CCNC(=S)NN=C1CCCCCC1	6	.	-1
CCCCOCCOCC(=O)N1CCc2c(sc3[nH]c(=O)n(-c4ccc(F)cc4F)c(=O)c23)C1	.	-5	-7
N#CC1C(=N)Oc2n[nH]c(-c3cccs3)c2C1c1cccs1 (stereo not given)	14	.	5
CCc1cc(=O)[nH]c(-n2nc(C)cc2NC(=O)Cc2cccs2)n1	4	-6	-9
Clc1ccc(-c2cc(CN3CCN(c4ccccn4)CC3)on2)cc1	12	.	-2
CC(C)CCSc1nc2c(cnn2CCO)c(=O)[nH]1	1	.	-8
O=C1NC2(CCSC2)C(=O)N1CN1CCCC1Cc1ccccc1 (stereo not given)	7	.	-7
Cn1ncc2c(=O)n(CC(=O)Nc3cccc4ccccc34)cnc21	-7	.	0
COc1cccc(CN2CCN(c3ccc4c(c3)CCC4)C(=O)C2C)c1 (stereo not given)	2	-6	-7
COC(=O)C1CCC2C3CC=C4CC(O)CCC4(C)C3CCC12C (stereo not given)	4	-8	-10
COC(=O)c1ccccc1NC(=O)N1CCN(CC(OCc2c(F)cccc2F)c2ccc(Cl)cc2)CC1 (stereo not given)	-2	-2	1
CC(=O)Oc1ccc(CSc2nnc(-c3cc(-c4cccs4)nc4cc(C)c(C)cc34)n2C(C)C)cc1	-2	-7	-7

Single records, from the list above. Order of screens: NPYLR7 ag	mcGAS inh	hcGAS inh
Entry for Clc1ccc(-c2cc(CN3CCN(c4ccccn4)CC3)on2)cc1 → 12	.	-2
Entry for COC(=O)C1CCC2C3CC=C4CC(O)CCC4(C)C3CCC12C (stereo not given) → 4	-8	-10

(more compounds)
SMILES	NPYLR7 ag	mcGAS inh	hcGAS inh
CCc1nc2ccc(C(=O)N(C)CCN(C)C)cn2c1N(C=O)CC	-6	-1	2
Fc1cccc(Nc2cc3[nH]c(-c4cccc(F)c4)cc3cn2)c1	0	-7	-8
COc1cc(OC)cc(C(=O)Nc2ccc(-c3nc4ccccc4o3)c(O)c2)c1	-2	2	2
COc1ccc(-c2cn(S(=O)(=O)c3ccc(C(C)(C)C)cc3)nc2N)cc1	-1	-7	-14
COc1ccc(Cl)cc1C(=O)NCCN1CCn2cc(OC)c(=O)cc2C1=O	10	.	0
NC1CCC(Nc2nccc3c2ncn3Cc2ccccc2)CC1 (stereo not given)	-5	-7	-6
COc1ccc(-c2csc(=Nc3ccccc3)n2NC(=O)CNc2ncc(C(F)(F)F)cc2Cl)cc1	-9	.	-9
CCc1c(C)nn(CCNC(=O)c2ccc3cccc(F)c3n2)c1C	20	-15	-2
NC(=O)c1cc2cc([N+](=O)[O-])ccc2oc1=Nc1ccccc1F	-4	-4	-3
COc1nc(-c2cccc(F)c2)n(-c2cccc(NC(=O)Nc3ccc(F)cc3F)c2)n1	8	-6	-14
C=CCNC(=O)N[C@H]1CCN(C(=O)CC(C)(C)C)[C@@H]1C(=O)N[C@@H](C(=O)OC)C(C)C	-8	-8	-9
S=C(NCc1ccc2c(c1)OCO2)NN=C1CC2CC1C1CCCC21 (stereo not given)	7	.	-3
Cn1cnnc1SCC(=O)NC(=O)NC12CC3CC(CC(C3)C1)C2	-1	.	-9
CCCOc1ccc(CN(C(=O)c2coc3c(C)cc(C)cc3c2=O)C2CCS(=O)(=O)C2)cc1 (stereo not given)	-3	.	1
O=c1oc2ccccc2n1CCNc1cncc(Cl)n1	-5	.	8
Cc1csc(CNC(=O)Nc2ccc(N3CCSCC3)cc2)n1	3	.	1
CCN1CCCC1CN(CCN(C)C)S(=O)(=O)c1cc(F)cc(F)c1 (stereo not given)	18	-18	-7
COc1ccc(-c2c(C)nn(C)c2N)cc1OC	-1	-4	-7
CN(Cc1ccccc1)C1CCCN(C2CCN(c3ccc4c(c3)OCO4)CC2)C1 (stereo not given)	1	.	-2
Cc1nnc(SCc2cc(Cl)cc3c2OCOC3)s1	-3	.	-6
CC1CC(C)CN(C(=O)Cn2cc(C(F)(F)F)cc(Cl)c2=O)C1 (stereo not given)	1	-9	-11
CCOc1ccc(NC(=O)CSc2nc(=O)n(CCCN(CC)CC)c3c2CCC3)cc1	-2	-6	0
O=C(N1CC(O)C1)C1(c2ccc(Br)cc2)CCC1	0	-11	-12
COc1cccc(C2=NN(C(=O)CN(C)C3CCCCC3)C(c3ccccc3OC)C2)c1 (stereo not given)	2	-3	-2
O=C(Nc1ccccc1Oc1cccnc1)C1CCCN(Cc2ccc3c(c2)CCO3)C1 (stereo not given)	8	.	2&3
CCN1CCN(C(=O)c2ccc(Nc3c(Oc4ccccc4)cnn(Cc4ccccc4)c3=O)cc2)CC1	7	-6	-8
CCOC(=O)C1CCCN(C(=O)c2nn(-c3cccc(F)c3)c(=O)n(Cc3ccccc3Cl)c2=O)C1 (stereo not given)	5	-5	-6
Cc1ccc(-n2ncc3c(=O)n(NC(=O)C(C)C)cnc32)cc1C	7	.	-12
O=C(NCCn1nc(-c2cccs2)ccc1=O)C(c1ccccc1)c1ccccc1	2	-5	7
CN1C(=O)Cc2cc(S(=O)(=O)Nc3ccc(Br)cc3Cl)ccc21	3	-8	-5
COC(=O)C1=C(OCc2ccccc2)c2ccccc2S(=O)(=O)N1c1c(C)cccc1C	4	-5	-1
CON(C)C(=O)c1ccc(S(=O)(=O)NCCc2cccs2)cc1	11	.	-4
CNC(=O)Cc1ccc(-n2ccnc2)cc1	5	.	-1
O=C1NCCN(CCc2ccccc2)C1CC(=O)N1CCN(c2ncccn2)CC1 (stereo not given)	23	.	-11
O=C(CCCN1C(=O)NC2(CCCC2)C1=O)Nc1nccs1	0	.	-4
Clc1ccc(-c2nnc3c4ccccc4nc(N4CCCNCC4)n23)cc1	20	.	-12
CC1CC1C(=O)N1CCCCC1C(=O)Nc1cccc(Cl)c1Cl (stereo not given)	5&1	.	-7&-9
Cc1cccc(C)c1NC(=O)CC1S/C(=N/N=C2CCCC2)NC1=O (stereo not given)	4	.	-14
CCCOc1nccnc1N1CCC(NS(=O)(=O)C2CC2)C1 (stereo not given)	.	-5	-3
Cc1cnc2c(C(=O)NCCOc3ccccc3)cnn2c1	.	-7	-8
Cc1cccc(-c2ccc(C(=O)NC(C)COCC(F)(F)F)c(=O)[nH]2)c1 (stereo not given)	9	.	-4
COC(=O)c1sccc1NC(=O)c1c(C)noc1C	-9	.	0
CNCC(O)C(O)C(O)C(O)COC(=O)CCc1cc(C(C)(C)C)c(O)c(C(C)(C)C)c1 (stereo not given)	4	.	-6
CN1C(=O)c2ccc(S(=O)(=O)NCCn3ncnn3)cc2C1=O	1	.	-2
COC(=O)c1c(NC(=O)CNC(c2ccccc2)c2ccccc2)sc2c1CCC2	-8	-2	-5
CC(C)c1cnc(CNc2c(F)cccc2-n2cccn2)o1	-2	.	-15
COc1cccc(COc2coc(CN3CCCN(C(=O)c4ccccc4OC(F)(F)F)CC3)cc2=O)c1	25	-6	-3
COc1ccc(C(=O)NCC(=O)N=Nc2c(O)n(CCc3ccccc3)c3ccccc23)cc1OC	-1	-3	-2
CC(C)Oc1cccc(-c2cc(C(=O)N3CCOCC3)ccn2)c1	2	-21	-3
CCN1C(=O)NC2(CCN(C(=O)c3ccc(-c4ccccc4)cc3)CC2)C1=O	7	-9	-4
The list continues:
SMILES	NPYLR7 ag	mcGAS inh	hcGAS inh
COCCn1c(SCc2ccc(F)cc2)nc2c([nH]c3ccccc32)c1=O	-1	-6	3
O=C1CCc2cc(S(=O)(=O)NNC(=O)c3ccco3)ccc2N1	11	.	-2
CCC1(C)CC(CC(=O)OC(C)CN(C)C)(c2ccccc2)CCO1 (stereo not given)	-12	-5	-1
COc1cccc(C=CC(=O)c2cccc(N3CCOCC3)c2)c1	5	3	-2
Cc1ccccc1OCC(O)CN(CCC(C)C)Cc1cccn1Cc1ccccc1F (stereo not given)	.	3	-1
CS(=O)(=O)Cc1nc(CNc2c(F)cccc2F)cs1	-21&0	.	-7&-9
COc1cc(N=c2scc(-c3ccccc3)n2-c2ccc(C)cc2)cc(OC)c1	-2	-6	-3
c1cncc(CN(Cc2ccc3c(c2)OCO3)Cc2cccc3nsnc23)c1	6	-11	-9
CCCCc1ccc(C(=O)Oc2cccc(-c3nc4cc(C)ccn4c3NC(C)(C)CC(C)(C)C)c2)cc1	10	-8	-9
O=C(NC(c1ccccc1)c1ccccc1)c1cc(-c2ccco2)nn1-c1ccc(Cl)cc1	.	-4	-4

Molecules listed so far containing a furan ring, fused or not (4):
SMILES	NPYLR7 ag	mcGAS inh	hcGAS inh
Cc1ccc(CN(CCc2ccccc2)C(=O)CN(CCN2CCOCC2)C(=O)Nc2cccc(F)c2)o1	2	3	4
CCOC(=O)C1C(=O)C=C(c2ccco2)CC1c1ccccc1 (stereo not given)	-2	1	-1
O=C1CCc2cc(S(=O)(=O)NNC(=O)c3ccco3)ccc2N1	11	.	-2
O=C(NC(c1ccccc1)c1ccccc1)c1cc(-c2ccco2)nn1-c1ccc(Cl)cc1	.	-4	-4

Remaining list, next part
SMILES	NPYLR7 ag	mcGAS inh	hcGAS inh
O=C(OCc1cc(-c2ccc3c(c2)OCO3)on1)c1ccco1	-1	.	-6
Cc1cc(C(=O)N(Cc2cccs2)CC(F)(F)F)c(C)s1	0	.	-11
Cc1ccc(OCc2cc(C(=O)N(C)Cc3nccn3C)no2)cc1C	-5	-5	-9
CC(=O)c1ccc(S(=O)(=O)N2CCC(n3nc(C(C)C)cc3C(C)C)CC2)cc1	9	-7	-5
Cn1ncc2c(N3CCCC3c3cccc(Cl)c3)ncnc21 (stereo not given)	-8	-15	-8
Cn1cc(CN2CCC(N3CCOCC3)CC2)c(-c2ccc(C3CCCCC3)cc2)n1	12	-11	-4
CCC(=O)C1=C(c2ccc(C)cc2)N(C(=O)CC)n2c(CC)nnc2S1	8	.	-4
Fc1ccc(CN(Cc2ccncc2)Cc2cccn2-c2ncccn2)cc1	0	.	-7
COc1ccc(-c2nnc(NC(=O)c3ccc(Br)cc3)s2)c(OC)c1	-10	-2	0
COc1ccc2c(c1)Oc1ccc(C(F)(F)F)cc1N=C2N1CCN(C(=O)NC(C)C)C(C)C1 (stereo not given)	.	-5	-4
COc1ccc(-c2cc(C(=O)O)n3nc(-c4ccccc4)cc3n2)cc1	0	.	-2
c1ccc(CNc2ncnc3c2sc2ncsc23)cc1	2	.	-6
NC(=O)Nc1ccc(CCn2cc(Br)cn2)cc1	5	.	-15
N#Cc1cc2sc3nc4ccccc4n3c2cc1C#N	22	-4	-8
Cc1ccc2oc(C(=O)NCCc3cccs3)c(C)c2c1	3	.	-8
COc1cccc(CNC(=O)C2CCN(C(=O)[C@@H](Cc3ccccc3)NC(=O)/C=C/c3ccc(OC(F)(F)F)cc3)CC2)c1	-9	-5	-1
CCn1nc(C(=O)O)c2c1CCC(NCCc1cnccn1)C2 (stereo not given)	.	-9	-3
Cn1c(=O)c2c(nc(CN3CCCCC3)n2CCCc2ccccc2)n(C)c1=O	17	.	-4
O=C(CC1C(=O)NCCN1Cc1ccc(-c2ccccc2)cc1)NCc1ncc[nH]1 (stereo not given)	3	2	-3
O=C(NCc1coc(-c2ccccc2)n1)c1cn(CC2CCCNC2)nn1 (stereo not given)	-5	-3	1
CCOc1ccc(N2CCn3c2nc2c3c(=O)n(CC)c(=O)n2C)cc1	2	.	-13

Taken from above:
Cc1cccc(C)c1NC(=O)CC1S/C(=N/N=C2CCCC2)NC1=O (stereo not given) in NPYLR7 ag reads 4
O=C1NCCN(CCc2ccccc2)C1CC(=O)N1CCN(c2ncccn2)CC1 (stereo not given) in hcGAS inh reads -11
CNC(=O)Cc1ccc(-n2ccnc2)cc1 in NPYLR7 ag reads 5
O=C(OCc1cc(-c2ccc3c(c2)OCO3)on1)c1ccco1 in hcGAS inh reads -6
COc1nc(-c2cccc(F)c2)n(-c2cccc(NC(=O)Nc3ccc(F)cc3F)c2)n1 in NPYLR7 ag reads 8
COc1ccc(-c2c(C)nn(C)c2N)cc1OC in mcGAS inh reads -4

The order is random (roughly 0.29% active in at least one column).
